# Arrestin-AP2 inh – blocks beta-arrestin peptide binding to AP2 adaptin; hit rate 0.31% among 340,000; AID 504490; FITC-arrestin peptide / GST-AP2 beads, flow cytometry; AP2 beta2 appendage carries R879A mutation; inhibition, % at 10 µM;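 active = inhibition above a set limit, near 3 SD of compounds lacking own fluorescence, cut at about 54% in these data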;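 also: plate controls were DMSO wells for no effect and 5 µM unlabelled arrestin peptide for full effect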
#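 System: GST-AP2 R879A glutathione beads | Also added: FITC-arrestin peptide, 50 nM | Times: 12 min plus 1 h, RT | Signal: Bead flow cytometry, FITC channel | Buffer or medium: PBS with 0.05% Tween 20 and 0.1% BSA | Read-out basis: Percent drop in bead-associated FITC signal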
# dFosB act – activators of mouse delta FosB homodimer. P13346. activation, % at 25 µM. AID 493131. purified delta FosB, TAMRA-CDK5 oligo fluorescence polarization; percent of positive-control signal above neutral wells. hit rate 0.99% among 340,000;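 active = mean activation above about 17%, with every replicate also reaching it, limit read from the data, passing the limit was not always enough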;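 also: fluorescence polarization rise as delta FosB binds a TAMRA Cdk5 AP-1 oligo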
# SR-BI HDL uptake – blocks mouse SR-BI lipid uptake from DiI-HDL. Q61009. ldlA[mSR-BI] CHO cells, DiI-HDL uptake fluorescence, 3 h. inhibition, % at 12.5 µM. hit rate 0.96% among 320,000. AID 488896;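 active = mean replicate inhibition of at least 70% and a set share of replicates each scoring 70 or more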;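 also: 0% = median of neutral control wells and 100% = median of positive control wells; values of inactives mirror those of a sister screen read the other way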
# SR-BI uptake up – enhances SR-BI lipid uptake from DiI-HDL; CHO ldlA[mSR-BI] cells, DiI-HDL uptake fluorescence, 3 h; 100 = double the neutral-control signal; activation, % at 12.5 µM; hit rate 0.096% among 320,000;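 active = mean replicate activation of at least 60% and every replicate at or above 60%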;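 also: 0% = median plate neutral-control signal and 100% = twice that signal; values of inactives mirror those of a sister screen read the other way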
#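 System: LDL receptor-deficient CHO ldlA cells overexpressing murine SR-BI | Timing: 3 h uptake period with compound, 37 °C | Medium: HEPES-buffered (25 mM, pH 7.4) F12 plus 0.5% BSA | Dosing: Single-point compound dose | Signal: Bottom-read fluorescence, 550/595 nm | Read-out: Retained DiI signal reflecting DiI-HDL uptake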
# Mot1-301 SUMO – blocks SUMOylation pathway, rescuing yeast Mot1-301 growth | S. cerevisiae Mot1-301 growth rescue, ATP luminescence, 38.5C; percent above DMSO median, 100 means doubled | growth rescue, % at 18.8 µM | hit rate 1% among 320,000;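 active = every valid replicate shows activation above 250% relative to neutral control wells; inactive = the rest, any valid replicate at or below 250%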;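 also: OY570 slx delta 5 strain wells were the positive control but not used for scaling; some compounds called inactive have numbers as strong as hits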
# PKA-R2B activ – activators of human PKA-R2B complex. hit rate 0.079% among 340,000. activation, % at 11.4 µM. P22694+P31323. PKA-R2B holoenzyme dissociation, Cy5-IP20 fluorescence polarization; R2B truncated from residue 108, S112A mutant; 0% DMSO only, 100% 113 µM cGMP;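 active = activation above a cutoff set at the mean over all compounds plus 3 SD, cut at about 18% in these data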;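 also: higher means more holoenzyme dissociation and a rise in polarization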
# Target sequence (P31323 whole entry, looked up, other chains not shown, the tested form may be a part): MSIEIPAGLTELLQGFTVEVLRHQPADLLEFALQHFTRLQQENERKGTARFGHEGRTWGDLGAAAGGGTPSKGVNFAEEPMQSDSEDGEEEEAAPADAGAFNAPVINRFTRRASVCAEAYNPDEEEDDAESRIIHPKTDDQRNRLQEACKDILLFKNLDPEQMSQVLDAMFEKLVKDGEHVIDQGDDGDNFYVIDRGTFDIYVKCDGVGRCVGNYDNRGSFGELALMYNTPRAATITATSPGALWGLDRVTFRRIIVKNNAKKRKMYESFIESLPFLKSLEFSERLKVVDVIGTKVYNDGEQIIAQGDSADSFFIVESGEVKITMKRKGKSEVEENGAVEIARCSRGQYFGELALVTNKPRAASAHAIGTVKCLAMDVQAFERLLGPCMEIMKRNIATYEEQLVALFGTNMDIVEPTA
# MITF TRPM1 HTS – MITF TRPM1 promoter activation in melanoma cells | SK-MEL-5 TRPM1-promoter luciferase, 24 h; % of positive control, neutral wells = 0 | activation, % at 12.5 µM | hit rate 0.75% among 300,000;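 active = mean activation of at least 80% with every replicate also reaching 80%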;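 also: 0% = neutral control wells and 100% = parthenolide positive control wells; values of inactives mirror those of a sister screen read the other way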
# PKA-R1A activ – activators of PKA-R1A complex; hit rate 0.083% among 340,000; PKA-R1A dissociation, Cy5-IP20 fluorescence polarization; scaled: DMSO 0%, 113 µM cGMP 100%; P00514+P68181; activation, % at 11.4 µM;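 active = percent activation above the mean of all tested compounds plus 3 SD, cut at about 19% in these data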;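 also: higher means more PKAc released from R1A so a rise in polarization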
# CDK5 inh – blocks human CDK5/p35 kinase activity; Recombinant CDK5/p35, ADP-Glo luminescence, 60 min; inhibition, % at 10 µM; hit rate 0.01% among 330,000;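 active = highest replicate inhibition of at least 50% and at least 75% of replicates reaching 50%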;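 also: plate controls were DMSO neutral control for no effect and GW8510 at 10 µM for full effect; many of its hits are not listed in these tables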
# Target sequence (Q00535 whole entry, looked up): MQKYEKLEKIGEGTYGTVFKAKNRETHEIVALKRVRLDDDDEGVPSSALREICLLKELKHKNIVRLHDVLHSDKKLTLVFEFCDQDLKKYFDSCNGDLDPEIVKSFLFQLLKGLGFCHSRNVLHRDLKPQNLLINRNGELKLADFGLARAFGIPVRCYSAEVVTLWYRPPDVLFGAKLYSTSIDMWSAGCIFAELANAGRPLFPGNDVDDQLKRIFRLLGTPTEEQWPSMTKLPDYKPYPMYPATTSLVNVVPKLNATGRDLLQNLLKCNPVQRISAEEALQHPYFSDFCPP
# Target sequence (Q15078 whole entry, looked up): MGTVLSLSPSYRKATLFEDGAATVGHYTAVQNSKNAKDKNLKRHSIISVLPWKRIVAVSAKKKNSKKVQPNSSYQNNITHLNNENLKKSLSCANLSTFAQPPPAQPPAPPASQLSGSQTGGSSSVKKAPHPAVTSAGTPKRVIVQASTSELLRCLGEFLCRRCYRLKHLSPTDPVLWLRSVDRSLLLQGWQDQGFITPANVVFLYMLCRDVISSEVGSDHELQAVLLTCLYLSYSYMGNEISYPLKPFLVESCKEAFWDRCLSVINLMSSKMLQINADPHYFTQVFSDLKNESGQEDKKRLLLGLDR
# NSD2 HMT inh – inhibitors of human histone methyltransferase NSD2. NSD2 peptide methylation, AlphaScreen, 120 min. AID 743445. inhibition, % at 12.5 µM. hit rate 0.54% among 310,000. O96028; in the data active = inhibition above about 50%
# Pemphigus Ab inh – inhibitors of pemphigus antibody binding to human desmoglein-3 | P32926 | DSG3-coupled beads, scFv-anti-DSG3-GFP binding, flow cytometry; hits give low values | binding (percent of control), % at 10 µM | hit rate 0.48% among 310,000;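 active = binding more than 3 SD below its plate's average and above zero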;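 also: hits lower antibody fragment binding to DSG3; some compounds called inactive have numbers as strong as hits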
# The depositor's hits bear a star; x = not tested or not shown.
# Under each structure – Arrestin-AP2 inh	dFosB act	SR-BI HDL uptake	SR-BI uptake up	Mot1-301 SUMO	PKA-R2B activ	MITF TRPM1 HTS	PKA-R1A activ	CDK5 inh	NSD2 HMT inh	Pemphigus Ab inh
CCOC(=O)N1CCC(Nc2cccc(SC)c2)CC1
    0	6	10	-10	-10	0	-6	-9	-3.6	-2	94
O=C(c1cnn2c1NC(c1ccco1)CC2C(F)(F)F)N1CCN(c2cccc(Cl)c2)CC1 (configuration not stated)
    -4	-18	48	-48	-18	2	x	1	0.7	1	105
CCN(CC(=O)Nc1ccc2c(c1)OCCO2)C(=O)C1CCCCC1
    6	-3	-2	2	-10	-1	5	-7	2.7	-3	100
COc1ccc2sc(N(CCCN(C)C)C(=O)c3ccc(S(=O)(=O)N4CCc5ccccc5C4)cc3)nc2c1
    -13	33*	-8	8	-26	-5	-85	-7	1.1	x	112
Cc1sc2ncnc(N3CCC(C(=O)Nc4sc5c(c4C(N)=O)CCC(C)C5)CC3)c2c1C (configuration not stated)
    21	1	-21	21	-6	3	-12	4	0.0	x	95
COc1ccc(C(=O)N(CC(=O)NC(C)(C)C)c2ccc3c(c2)OCCO3)cc1OC
    -3	-6	-23	23	5	-3	-32	0	2.6	-4	98
CCOC(=O)N1CCN(C(=O)c2ccc3c(c2)N=C(C)c2cc(Cl)ccc2S3)CC1
    -3	-6	51	-51	28	-9	4	-1	1.5	6	107
COc1ccc(C2=NN3C(C2)c2ccccc2OC32C(=O)N(C)c3ccccc32)cc1 (configuration not stated)
    -7	-12	22	-22	-16	1	60	0	-1.2	1	x
Cc1ccc(C)c(NC(=O)N2CCc3ccccc3C2)c1
    -7	-10	1	-1	-14	2	28	-6	0.8	-2	103
O=C(Nc1cccc(Cl)c1Cl)C1CCCC1
    8	-4	-7	7	6	7	x	4	-4.2	-5	102
COc1ccc(C2(CNC(=O)CCC(=O)O)CCCC2)cc1
    -1	-1	-19	19	4	-11	-7	0	-0.1	-6	99
Cc1ccc(OCC(=O)NCCNC(=O)c2ccncc2)cc1C
    6	-4	x	x	-28	11	-10	2	1.2	6	86
CCOc1nc2cnccc2n(CC(=O)Nc2ccccc2F)c1=O
    -8	-3	-11	11	-4	7	4	3	2.5	14	81
CC(=O)c1sc(N/N=C2\CC3CC2C(C)C3(C)C)nc1C (configuration not stated)
    15	1	1	-1	52	4	20	-3	0.4	-1	99
O=C(N=Nc1c(O)[nH]c2ccccc12)c1cccs1
    4	8	-14	14	-15	3	16	7	0.2	x	107
COc1cc(NC(=O)COC(=O)CNC(=O)C23CC4CC(CC(C4)C2)C3)cc(OC)c1
    -4	-9	-23	23	0	-11	-7	3	-0.5	2	x
COc1ccc(N(CC(=O)Nc2cccc(C)c2C)S(=O)(=O)c2c(C)[nH]c(=O)[nH]c2=O)cc1
    -5	2	-14	14	-14	-13	17	-5	0.1	2	85
CN1CCN(C(=O)c2ccc(C(F)(F)F)cc2)CC1
    -2	-5	-1	1	-5	0	-2	-3	-1.0	-2	101
O=C(COC(=O)C1CCC1)Nc1cccc(Cl)c1
    27	2	-34	34	-13	-23	-3	-8	1.4	-4	88
CC(OC(=O)C1CC1C)C(=O)Nc1ccc(Cl)cn1 (configuration not stated)
    10	0	6	-6	x	5	12	7	1.5	-1	103
Cc1cccnc1NC(N)=S
    -44	-2	-17	17	116	-6	0	-4	0.9	2	99
N#CC1(c2nc3ccccc3[nH]2)CC1c1ccc2c(c1)OCO2 (configuration not stated)
    20	-10	6	-6	-2	-1	x	13	0.6	0	x
COc1ccc(-c2nc(CC(=O)Nc3cccc(S(=O)(=O)NC4=NCCC4)c3)cs2)cc1
    -14	-13	6	-6	x	4	-13	8	-2.0	2	x
Cc1cc(=O)[nH]c(SCCOc2ccc(OC(C)C)cc2)n1
    -3	-8	-8	8	-8	-3	x	-11	1.6	1	101
O=C(CN1C(=O)c2cccnc2Oc2ccc(Cl)cc21)Nc1ccccc1F
    1	-1	18	-18	-22	-10	-5	-1	1.3	x	118
COc1ccc(NC(=O)C(CCSC)NC(N)=O)cc1NS(=O)(=O)c1ccc(F)cc1 (configuration not stated)
    17	-11	-6	6	6	15	-2	10	-0.6	1	99
COc1ccc(N=C(c2ccccc2)c2c(C)[nH]n(-c3ccccc3)c2=O)c(OC)c1
    -14	-13	48	-48	76	-12	10	0	-0.2	10	96
CC(C)(C)OC(=O)NCCCCCNC(=O)c1[nH]cnc1C(=O)NC1CCN(C(=O)OC(C)(C)C)CC1
    3	-18	-12	12	3	-4	-3	6	0.4	x	104
Cc1noc(C)c1COc1ccccc1C(=O)N1CCN(c2cccc(C(F)(F)F)c2)CC1
    -2	-14	-26	26	6	-4	3	-4	1.1	-1	96
O=C(Nc1ccc(Br)cc1F)C1CC(=O)N(C2CCCCC2)C1 (configuration not stated)
    10	-11	6	-6	16	-2	1	-8	1.5	0	x

# An excerpt from above, limited to Mot1-301 SUMO, PKA-R1A activ and Pemphigus Ab inh:
compound	Mot1-301 SUMO	PKA-R1A activ	Pemphigus Ab inh
O=C(N=Nc1c(O)[nH]c2ccccc12)c1cccs1	-15	7	107
COc1cc(NC(=O)COC(=O)CNC(=O)C23CC4CC(CC(C4)C2)C3)cc(OC)c1	0	3	x
COc1ccc(N(CC(=O)Nc2cccc(C)c2C)S(=O)(=O)c2c(C)[nH]c(=O)[nH]c2=O)cc1	-14	-5	85

# New compounds follow
# Under each structure – Arrestin-AP2 inh	dFosB act	SR-BI HDL uptake	SR-BI uptake up	Mot1-301 SUMO	PKA-R2B activ	MITF TRPM1 HTS	PKA-R1A activ	CDK5 inh	NSD2 HMT inh	Pemphigus Ab inh
CC(C)C[C@H](N)c1cn([C@@H](Cc2ccc(O)cc2)C(=O)N2CCNCC2)nn1
    1	3	-26	26	11	-3	1	-10	0.4	x	105
CCCn1c(N)c(C(=O)CSc2nc3ccccc3s2)c(=O)[nH]c1=O
    18	-9	21	-21	-5	-2	-15	11	0.7	-7	112
Cc1ccccc1CS(=O)(=O)c1snnc1C
    23	3	18	-18	0	-4	x	-3	-0.3	9	x
CSc1nnc(C)c(=O)n1COC(=O)c1ccc(S(=O)(=O)N2CCOCC2)cc1
    -3	-7	14	-14	-1	-2	12	-8	-1.5	1	100
C#CCOCCOCCOCCNc1nc(N2CCN(C(=O)[C@H](CCCN=C(N)N)n3cc(C(N)[C@@H](C)CC)nn3)CC2)nc(N2CCN(C(=O)[C@H](CCC(=O)O)n3cc([C@@H](N)CCCCN)nn3)CC2)n1 (some centres not stated)
    4	3	0	0	-11	1	-5	3	1.1	x	104
Cc1c(NC(=O)c2nn3c(C(F)(F)F)cc(-c4ccccc4)nc3c2Cl)c(=O)n(-c2ccccc2)n1C
    -5	-6	29	-29	-13	2	10	-14	1.0	0	101
N#CCNC(=O)C1c2ccccc2Oc2ccccc21
    4	-1	3	-3	-14	8	3	4	-1.1	-1	115
CC(=O)Nc1ccc(S(=O)(=O)n2nc(-c3ccc(C)cc3)nc2N)cc1
    4	6	3	-3	4	-2	-1	-14	0.3	-3	89
CCOC(=O)N1CCN(C(=O)C2CCCN(S(=O)(=O)c3ccccc3)C2)CC1 (configuration not stated)
    -7	0	0	0	15	6	2	5	0.4	-4	101
CC(C)Cc1cc(C(=O)Nc2ccccc2)c2ccccc2n1
    11	-3	70*	-70	322	-3	x	-9	-0.6	-4	123

# An excerpt of these results, with each value named.
Cc1ccccc1CS(=O)(=O)c1snnc1C
  Arrestin-AP2 inh = 23; dFosB act = 3; SR-BI HDL uptake = 18; SR-BI uptake up = -18; Mot1-301 SUMO = 0; PKA-R2B activ = -4; MITF TRPM1 HTS = x; PKA-R1A activ = -3; CDK5 inh = -0.3; NSD2 HMT inh = 9; Pemphigus Ab inh = x

CSc1nnc(C)c(=O)n1COC(=O)c1ccc(S(=O)(=O)N2CCOCC2)cc1
  Arrestin-AP2 inh = -3; dFosB act = -7; SR-BI HDL uptake = 14; SR-BI uptake up = -14; Mot1-301 SUMO = -1; PKA-R2B activ = -2; MITF TRPM1 HTS = 12; PKA-R1A activ = -8; CDK5 inh = -1.5; NSD2 HMT inh = 1; Pemphigus Ab inh = 100

# Quoted from the entries so far for reference:
# Under each structure – Arrestin-AP2 inh	dFosB act	SR-BI HDL uptake	SR-BI uptake up	Mot1-301 SUMO	PKA-R2B activ	MITF TRPM1 HTS	PKA-R1A activ	CDK5 inh	NSD2 HMT inh	Pemphigus Ab inh
CC(C)C[C@H](N)c1cn([C@@H](Cc2ccc(O)cc2)C(=O)N2CCNCC2)nn1
    1	3	-26	26	11	-3	1	-10	0.4	x	105
CCCn1c(N)c(C(=O)CSc2nc3ccccc3s2)c(=O)[nH]c1=O
    18	-9	21	-21	-5	-2	-15	11	0.7	-7	112
Cc1ccccc1CS(=O)(=O)c1snnc1C
    23	3	18	-18	0	-4	x	-3	-0.3	9	x
CSc1nnc(C)c(=O)n1COC(=O)c1ccc(S(=O)(=O)N2CCOCC2)cc1
    -3	-7	14	-14	-1	-2	12	-8	-1.5	1	100
C#CCOCCOCCOCCNc1nc(N2CCN(C(=O)[C@H](CCCN=C(N)N)n3cc(C(N)[C@@H](C)CC)nn3)CC2)nc(N2CCN(C(=O)[C@H](CCC(=O)O)n3cc([C@@H](N)CCCCN)nn3)CC2)n1 (some centres not stated)
    4	3	0	0	-11	1	-5	3	1.1	x	104
Cc1c(NC(=O)c2nn3c(C(F)(F)F)cc(-c4ccccc4)nc3c2Cl)c(=O)n(-c2ccccc2)n1C
    -5	-6	29	-29	-13	2	10	-14	1.0	0	101

# High-throughput results deposited in PubChem by several laboratories.
